TRPM1 prom inh: inhibitors of MITF-dependent TRPM1 promoter reporter, primary screen, cell-based, SK-MEL-5, single point, luciferase. SK-MEL-5 TRPM1 promoter luciferase, 24 h. inhibition, % at 12.5 µM. 330,000 compounds, 0.83% hits;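 active means mean inhibition across replicates of 60% or more, whatever share of single replicates reaches that level; inconclusive means some that reach 60%, reason not given; inactive means mean inhibition across replicates below 60%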; further: values of inactives mirror those of a sister screen read the other way
iPSC survival up: enhancers of single-cell hiPSC survival, primary screen, ATPlite luminescence; AID 602274, 2012; 360,000 compounds, 0.044% hits; survival enhancement, % at 20 µM; 100% = ROCK inhibitor wells, 0% = DMSO; in the data active means survival enhancement above about 18%;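 further: cells exposed to compounds for 16 hours before the ATP read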
CaV13 FRET inh: Disruptors of the CACNA1D IQ motif to Ca2+-dependent inactivation inhibitor domain association, primary screening, Förster resonance energy transfer in intact living …; inhibition, % at 12.3 µM; 340,000 compounds, 0.098% hits; HEK cells, CFP/YFP FRET ICDI-IQ, plate reader, 10 min; percent FRET-ratio fall versus neutral wells;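 active means mean replicate inhibition of at least 30% and at least 1% of replicates passing that level; inconclusive means only one of the two criteria is met; inactive means neither criterion is met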;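 further: 0% = median of the neutral control wells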
Vif imaging: HIV Vif self-association inhibitors, primary screen, imaging, HEK293T, single point; HEK293T cells, Vif self-association by quenched fluorescence, 24 h; inhibition, % at 7.49 µM; 340,000 compounds, 0.35% hits; AID 602346, 2012; in the data active means inhibition above about 50%, passing the limit was not always enough; inconclusive means no clear call, values can overlap the other calls; inactive means below about 31%; further: some results filed as inactive read as strong as hits
aDG glyco act: activators of alpha-DG glycosylation, primary screen, uHTS, Pro5-aDG cells, AlphaScreen; alpha-DG glycosylation AlphaScreen (IIH6); 0% Pro5, 100% B10-LARGE cell signal; AID 624168, 2012; 360,000 compounds, 0.22% hits; activation, % at 10 µM;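 active means activation of at least 8% versus controls, or a plate z-score of at least 8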;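 further: Pro5 are CHO cells carrying HIG-tagged alpha-DG that lacks glycosylation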
NR2E3 ag-1: inhibitors of NR2E3-RetCOR corepressor binding, primary screen, NR2E3 agonist project, biochemical, TR-FRET, GST-NR2E3, biotin-RetCOR; 320,000 compounds, 0.12% hits; AID 2300, 2010; inhibition of corepressor binding, % at 4.78 µM; 1536-well;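 active means percent inhibition above the cutoff of mean plus 3 SD of all tested compounds, set per screening campaign, cut at about 20% in these data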;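 further: 0% = DMSO wells and 100% = biotin wells as full block of FRET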
Target sequence (Q9Y5X4 whole entry, looked up): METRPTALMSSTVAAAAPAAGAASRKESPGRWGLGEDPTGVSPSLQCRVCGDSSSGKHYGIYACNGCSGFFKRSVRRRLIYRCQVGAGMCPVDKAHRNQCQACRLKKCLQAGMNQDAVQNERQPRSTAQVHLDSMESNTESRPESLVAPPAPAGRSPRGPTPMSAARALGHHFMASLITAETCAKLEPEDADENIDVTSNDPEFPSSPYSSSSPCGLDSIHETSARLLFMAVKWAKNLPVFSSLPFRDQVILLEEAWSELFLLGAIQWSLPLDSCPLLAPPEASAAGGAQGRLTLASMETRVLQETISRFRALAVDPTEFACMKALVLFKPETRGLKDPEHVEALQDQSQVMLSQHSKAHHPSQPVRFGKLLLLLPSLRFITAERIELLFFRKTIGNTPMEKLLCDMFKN
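System: GST-NR2E3 and biotin-RetCOR proteins; probe or stimulus: 7 nM biotin-RetCOR; doses: compound at 4.8 µM, single dose; schedule: Compound–protein incubation for 5 h at 4 °C; detection: time-resolved FRET; read-out: percent inhibition; controls: biotin wells as high control, 0.6% DMSO wells as low control; format: 1536-well plates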
HIF-2a block: HIF-2a reporter inhibitors, primary screen, luminescence, 786-0 RCC cells. 786-0 RCC cells HIF-2a reporter, luciferase luminescence, overnight. inhibition, % at 18.8 µM. 360,000 compounds, 0.72% hits. AID 624352, 2012;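 active means inhibition of the luminescence signal of 40% or more relative to plate controls, in a single-dose primary screen at 18.75 µM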
Exocytosis inh: LAMP-1 surface exposure blockers, TALL-104 cells – cell-based, flow cytometry, MLPCN library, primary screen. TALL-104 LAMP-1 surface exposure; cells stimulated with thapsigargin and PMA. inhibition, % at 10 µM. 360,000 compounds, 0.66% hits;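 active means inhibition above about 55%, limit read from the data; inconclusive means no clear call, values can overlap the other calls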
Peg3 promoter: Peg3 promoter-driven luciferase inhibitors, primary screen, cell-based, HeLa, luciferase luminescence | AID 588405, 2011 | HeLa PEG-Prom luciferase reporter, overnight | 360,000 compounds, 1.7% hits | inhibition, % at 20 µM;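 active means inhibition of at least 50% at 20 µM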
NR2E3 ag-2: NR2E3 agonists in two-hybrid cells, primary screen, cell-based, luminescence, CHO-S, Gal4-NCOR/VP16-NR2E3 | 360,000 compounds, 0.35% hits | inhibition of corepressor binding, % at 3.98 µM | AID 602229, 2012 | luciferase | Photoreceptor-specific nuclear receptor (Homo sapiens), Q9Y5X4;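 active means inhibition above the mean of all tested compounds plus 3 SD, cut at about 70% in these data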;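 further: 0% = DMSO with NR2E3 transfected cells and 100% = cells lacking NR2E3 construct; higher means lower luciferase signal from less NR2E3 corepressor binding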
PDI inh: inhibitors of human PDI, primary screen, biochemical, turbidity, single point, plate reader | 350,000 compounds, 0.052% hits | Protein disulfide-isomerase (Homo sapiens), P07237 | PDI insulin aggregation turbidity, A650, 90 min | AID 588391, 2011 | inhibition, % at 10 µM;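 active means mean inhibition across replicates of 30% or more, whatever share of single replicates reach that level; inconclusive means mean inhibition below 30% while every single replicate reaches 30%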;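 further: absorbance from insulin aggregation driven by PDI reduction with DTT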
Target sequence (P07237 whole entry, looked up): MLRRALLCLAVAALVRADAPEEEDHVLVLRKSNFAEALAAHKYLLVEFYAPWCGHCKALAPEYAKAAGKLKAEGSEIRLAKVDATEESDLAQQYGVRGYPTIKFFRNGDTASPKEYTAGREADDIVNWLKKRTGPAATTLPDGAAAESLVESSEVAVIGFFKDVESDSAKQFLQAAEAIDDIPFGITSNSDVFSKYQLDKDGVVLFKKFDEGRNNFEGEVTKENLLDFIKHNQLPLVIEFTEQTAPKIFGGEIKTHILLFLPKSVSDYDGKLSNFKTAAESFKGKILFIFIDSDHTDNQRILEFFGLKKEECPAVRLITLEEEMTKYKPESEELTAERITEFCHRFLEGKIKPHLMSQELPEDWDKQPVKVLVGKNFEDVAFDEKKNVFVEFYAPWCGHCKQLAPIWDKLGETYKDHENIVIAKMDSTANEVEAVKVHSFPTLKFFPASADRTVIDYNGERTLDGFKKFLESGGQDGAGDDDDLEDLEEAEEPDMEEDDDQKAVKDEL
Numbers without * were called inactive; ? = inconclusive; / = no result given.

SMILES | TRPM1 prom inh | iPSC survival up | CaV13 FRET inh | Vif imaging | aDG glyco act | NR2E3 ag-1 | HIF-2a block | Exocytosis inh | Peg3 promoter | NR2E3 ag-2 | PDI inh
O=C(NC(=S)NCCC1=CCCCC1)c1ccc(Br)o1 | -19 | 0.5 | -20 | 3 | 0.2 | 5 | -199 | 1 | -157 | -60 | 11
O=S(=O)(c1cccc2nsnc12)N1CCOCC1 | 4 | 0.5 | -5 | 5 | 0.1 | -2 | 2 | 6 | -10 | -13 | 4
O=C(CNCCO)N1N=C(c2cccs2)CC1c1cccs1 (configuration not stated) | 0 | 0.4 | -7 | -6 | 0.1 | 1 | 11 | 7 | 5 | -18 | -3
COc1ccc(C(=O)NC2CC2)cc1OC1CCN(Cc2cnn(C)c2)CC1 | 0 | -0.6 | / | -6 | -0.3 | -3 | 14 | -6 | 6 | -33 | 7
Cc1occc1C(=O)NNC(=O)c1cccc(F)c1 | -9 | 2.7 | -4 | 1 | -0.1 | 3 | -17 | -2 | -6 | -8 | 0
COc1ccc(C(=O)Nc2ccc3c(c2)nc2n3CCSC2)cc1 | -41 | -3.5 | / | 6 | -0.2 | 2 | -210 | -1 | -234 | -87 | 0
C[C@H]1CN([C@@H](C)CO)C(=O)CCCn2nncc2CO[C@H]1CN(C)S(=O)(=O)c1ccc(C#N)cc1 | / | 3.1 | -3 | / | 0.4 | / | 7 | -4 | -2 | -30 | 4
C/C(=N\NC(=O)c1ccccc1F)c1cccc(NC(=O)c2ccc(C)cc2)c1 | -57 | -0.3 | / | 3 | 0.4 | 3 | -197 | 3 | -169 | -73 | -7
COc1ccccc1OCc1ccc(C(=O)n2nc(C)c(Cl)c2C)o1 | 3 | 5.0 | -4 | -3 | 0.2 | 1 | 5 | 6 | -3 | -18 | 1
COc1ccc(NC2CCCN(C(=O)CSc3ccncc3)C2)cc1 (configuration not stated) | -5 | -0.4 | -5 | -9 | 0.1 | 1 | 13 | -1 | 16 | -10 | 1
Cc1ccc(C(C(=O)NCc2ccc(F)cc2)N(CCCO)C(=O)C2COc3ccccc3O2)o1 (configuration not stated) | 7 | -2.1 | -6 | -8 | 0.2 | 1 | 4 | 3 | 2 | -13 | -3
CCC(=Nc1ccc(Cc2ccncc2)cc1)c1c(O)n(C)c(=O)n(C)c1=O | 9 | -2.3 | / | 12 | 0.0 | / | 11 | 11 | -1 | 11 | 3
O=C(Nc1ccc(F)cc1)C1CCCN(S(=O)(=O)c2cccc3nonc23)C1 (configuration not stated) | 6 | -0.7 | -3 | 3 | 0.0 | 1 | 14 | 14 | 35 | -15 | -5
O=C(O)CC(C(=O)O)N1C(=O)/C(=C/c2ccc(-c3nc4ccccc4s3)o2)SC1=S (configuration not stated) | 14 | 4.3 | -7 | 2 | 0.0 | 9 | -43 | 3 | -8 | -32 | 9
CN(C)C(=O)c1cccn1-c1ncc(C(F)(F)F)cc1Cl | -2 | -1.4 | -4 | 3 | 0.1 | 2 | 20 | 2 | 4 | 1 | 16
O=C(Nc1nnc(S(=O)(=O)N2CCOCC2)s1)c1cccc(F)c1 | / | -0.1 | -7 | -9 | -0.1 | 5 | -194 | -1 | -108 | -49 | /
COc1cccc2cc(C(=O)C3=C(O)C(=O)N(CCN4CCOCC4)C3c3cccc(Cl)c3)oc12 (configuration not stated) | 3 | -0.4 | / | -11 | -0.2 | 28* | 6 | 0 | 2 | -10 | -6
CC(=O)N1CCc2cc(S(=O)(=O)NCCC(=O)N3CCc4ccccc4C3)ccc21 | 6 | -0.3 | / | -4 | 0.1 | 3 | 5 | -2 | 12 | 30 | 8
O=C(Nc1ccc2c(c1)OCO2)C1CCN(C(=O)c2cccs2)CC1 | -10 | 8.1 | -7 | / | 0.1 | / | -1 | 2 | -1 | 7 | 4
Cc1ccc(S(=O)(=O)N2CCC(C(=O)OCC(=O)N(CC(C)C)C3CCS(=O)(=O)C3)CC2)cc1C (configuration not stated) | 11 | 0.3 | / | -6 | -0.2 | 2 | 10 | -2 | 7 | -36 | -7
CN(C)CC(C)(C)CNc1ccc(S(=O)(=O)N2CCCC2)cn1 | -3 | 0.1 | -8 | 1 | 0.0 | / | 6 | -1 | -3 | -14 | -2
CCOc1cccc(C(=O)Nc2nccs2)c1 | -69 | -3.2 | / | -4 | -0.1 | -1 | -172 | 3 | -141 | -44 | -10
CCN(c1ccccc1)S(=O)(=O)c1ccc(C(=O)Nc2ncccc2C)cc1 | 2 | -0.2 | -6 | -12 | 0.1 | -3 | -4 | -2 | 5 | -4 | -2
Cc1cccc(-n2c(Cc3cc(=O)[nH]c(=O)[nH]3)nnc2SCC(=O)N2CCc3ccccc32)c1 | 3 | 0.1 | -2 | -3 | 0.3 | -4 | 11 | -1 | -3 | 4 | -22
O=C(CCS(=O)(=O)Cc1ccccc1)Nc1nncs1 | 0 | 1.1 | -3 | -13 | 0.6 | 0 | 7 | -9 | 31 | 20 | 4

Two entries picked at random from the list so far:
SMILES | TRPM1 prom inh | iPSC survival up | CaV13 FRET inh | Vif imaging | aDG glyco act | NR2E3 ag-1 | HIF-2a block | Exocytosis inh | Peg3 promoter | NR2E3 ag-2 | PDI inh
O=C(CNCCO)N1N=C(c2cccs2)CC1c1cccs1 (configuration not stated) | 0 | 0.4 | -7 | -6 | 0.1 | 1 | 11 | 7 | 5 | -18 | -3
O=C(Nc1nnc(S(=O)(=O)N2CCOCC2)s1)c1cccc(F)c1 | / | -0.1 | -7 | -9 | -0.1 | 5 | -194 | -1 | -108 | -49 | /

New compounds follow
SMILES | TRPM1 prom inh | iPSC survival up | CaV13 FRET inh | Vif imaging | aDG glyco act | NR2E3 ag-1 | HIF-2a block | Exocytosis inh | Peg3 promoter | NR2E3 ag-2 | PDI inh
CCCOc1ccc(C2c3c(oc4ccccc4c3=O)C(=O)N2CCCN2CCOCC2)cc1 (configuration not stated) | 9 | -0.4 | / | -2 | 0.1 | 7 | -19 | -2 | -3 | -36 | 7
COCCNC(=O)c1sc(=O)n(Cc2ccc(SC)cc2)c1C | / | 2.8 | ? | 0 | -0.3 | / | 5 | 2 | 2 | -5 | 4
CCCCCn1c(SCC(=O)CC(=O)OCC)nc2cc(C(=O)N3CCC(C(N)=O)CC3)ccc2c1=O | 8 | 1.5 | -5 | 1 | -0.3 | 0 | 13 | -1 | 11 | -21 | -2
O=S(=O)(Cc1ccccc1)C1CCCCC1O (configuration not stated) | 15 | -0.6 | -2 | 9 | 0.0 | -1 | 18 | -11 | 25 | -26 | 0
O=C(NN=Cc1ccccc1Cl)c1ccc([N+](=O)[O-])cc1 | -6 | -0.7 | -7 | -13 | -0.2 | / | -63 | 3 | -21 | -10 | -6
COc1ccccc1CNS(=O)(=O)N(C)C | -2 | -1.1 | 6 | 1 | -0.2 | 3 | 18 | -1 | 0 | -33 | 3
O=C(C[n+]1ccc(Cc2ccccc2)cc1)Nc1ccccc1 | 2 | 0.3 | -7 | 3 | -0.3 | 0 | -15 | 3 | -22 | 5 | 5
O=C1CCc2cc(Br)ccc2O1 | 4 | -0.8 | -11 | -8 | -0.1 | / | 10 | -8 | 4 | 15 | -4
Cc1nnc2ccc(N3CCCC3)nn12 | 3 | -0.6 | -4 | 15 | 0.1 | 0 | -4 | 2 | 1 | 11 | -1
C[C@@H]1CN([C@H](C)CO)C(=O)CCCn2cc(nn2)CO[C@H]1CN(C)C(=O)C1CC1 | / | -2.2 | -3 | 1 | -0.1 | / | -9 | 11 | -5 | -45 | -5
CC(C)n1cnnc1SCC(=O)Nc1cccnc1Cl | 2 | 1.0 | -2 | 0 | -0.1 | / | 11 | 1 | -2 | -11 | -14
CCOC(=O)/C(C(N)=NC)=C(\O)c1ccccc1 | 1 | 1.1 | -2 | -1 | 0.2 | 1 | 12 | -1 | 16 | -17 | -3
COc1cccc2cc(C(C)N(CCCN3CCOCC3)C(=S)Nc3ccc(C)c(C)c3)oc12 (configuration not stated) | -9 | 0.1 | -7 | -7 | -0.1 | 2 | 4 | 4 | 16 | -14 | -3
CC(C)(C)n1cnc2cc(NCc3ccccc3O)ccc21 | -43 | -0.5 | -5 | 2 | 0.2 | -1 | -138 | 26 | -74 | -61 | 0
COc1ccc(OC)c(-c2cc(C(=O)Nc3c(C)nn(Cc4ccccc4)c3C)no2)c1 | -15 | -2.1 | -9 | -1 | 1.0 | -1 | -8 | -1 | 13 | -9 | -4
O=C(O)c1ccc(-n2cc(-c3cc4ccccc4oc3=O)[nH]c2=S)cc1 | -19 | -0.2 | -4 | -2 | -0.2 | / | -13 | 7 | 6 | -2 | -5
Cc1oc(C(C)(C)C)cc1C(=O)Nc1cccc(/C=C\C(=O)O)c1 | -17 | -1.2 | -6 | -2 | -0.2 | -1 | -18 | -2 | -32 | -17 | -6
O=C(OCc1ccccc1)N1CCC2CC1c1cc(N3CCNCC3)ccc12 (configuration not stated) | / | -2.9 | -4 | / | 0.7 | / | -123 | 2 | 21 | -22 | 6
CC(C)Oc1ccc2ccccc2c1CNC[C@H]1O[C@@H](n2cnc(C(N)=O)n2)[C@H](O)[C@@H]1O | 3 | 1.2 | -10 | / | 0.0 | / | 4 | 2 | -7 | -3 | -15
Cc1cc(C)n(CC(=O)NC2C(=O)N3C(C(=O)O)=C(CSc4nnc(C)s4)CSC23)n1 (configuration not stated) | 8 | -0.4 | 8 | 5 | 0.3 | -6 | 10 | 1 | 14 | 4 | 6
CCOC(=O)C1C(=O)CC(=O)C(C(=O)OCC)C1c1ccc(O)cc1 (configuration not stated) | / | 4.2 | -7 | 1 | -0.3 | / | 7 | 2 | 2 | 4 | 1
O=C(COC(=O)c1cccc([N+](=O)[O-])c1)NCc1ccc2c(c1)OCO2 | 13 | -2.5 | -5 | -35 | 0.9 | 2 | 16 | -1 | 16 | -7 | 9
COc1ccc(OC)c(C2=NOC(C(=O)Nc3cc(C)nn3-c3ccccc3)C2)c1 (configuration not stated) | 7 | 1.3 | -3 | / | 0.0 | 4 | 4 | 3 | -2 | 4 | /
C/C(CC(=O)N1CCN(C=O)CC1)=N\NC(=O)c1ccc(Br)cc1 | 10 | -0.8 | -1 | -4 | 0.0 | 1 | 11 | -4 | 8 | 6 | 4
O=C(CSc1nnc2c(n1)[nH]c1ccccc12)Nc1ccc(S(=O)(=O)Nc2ncccn2)cc1 | 3 | 1.8 | -4 | 4 | -0.5 | / | 13 | -1 | 19 | 10 | 1
O=C(NCC1CCCCC1)c1cc([N+](=O)[O-])ccc1Cl | 5 | -0.3 | -3 | -7 | -0.1 | 1 | 0 | 10 | -25 | -15 | 6
